Source: PubChem BioAssay (several laboratories)
PfHsp40 yeast = restores yeast growth despite PfHsp40 toxicity; S. cerevisiae expressing PfHsp40, growth rescue, ATP luminescence; 340,000 tested, 0.68% active; growth rescue, % at 12.5 µM; AID 504582; in the data active = growth rescue above about 28%, passing the limit was not always enough;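 note: yeast W303a lacking pdr1 and pdr3 grown in galactose medium; growth measured after three days at 30 °C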
Y pestis TopoI = Y. pestis Topo-I inhibition via cleavage products. Y. pestis Topo-I cleavage product accumulation, plate reader. activity, % at 10 µM. 360,000 tested, 0.064% active; in the data active = activity above about 50%, passing the limit was not always enough; note: inactives centre near 2
VHR inh abs = DUSP3 (human) phosphatase inhibition; P51452; recombinant VHR phosphatase, pNPP absorbance; inhibition, % at 13.3 µM; 290,000 tested, 0.52% active; AID 1654; in the data active = inhibition above about 50%; note: some compounds called inactive have numbers as strong as hits
Vc quorum ag = induces V. cholerae light production without autoinducers; AID 588436; V. cholerae BH1578 lux reporter, luminescence, 6 h; 350,000 tested, 0.16% active; activation, % at 18.7 µM; in the data active = activation mostly above about 9.7%, no sharp cut-off; note: not every result past the cut was called active; inactives centre near 0; reference of the scale not given here
TcdB GH inh = TcdB glycohydrolase inhibition. TcdB glycohydrolase enzymatic assay, plate reader. inhibition, % at 9.99 µM. 350,000 tested, 0.24% active. AID 652162; in the data active = inhibition above about 10%
Target sequence (P18177 whole entry, looked up): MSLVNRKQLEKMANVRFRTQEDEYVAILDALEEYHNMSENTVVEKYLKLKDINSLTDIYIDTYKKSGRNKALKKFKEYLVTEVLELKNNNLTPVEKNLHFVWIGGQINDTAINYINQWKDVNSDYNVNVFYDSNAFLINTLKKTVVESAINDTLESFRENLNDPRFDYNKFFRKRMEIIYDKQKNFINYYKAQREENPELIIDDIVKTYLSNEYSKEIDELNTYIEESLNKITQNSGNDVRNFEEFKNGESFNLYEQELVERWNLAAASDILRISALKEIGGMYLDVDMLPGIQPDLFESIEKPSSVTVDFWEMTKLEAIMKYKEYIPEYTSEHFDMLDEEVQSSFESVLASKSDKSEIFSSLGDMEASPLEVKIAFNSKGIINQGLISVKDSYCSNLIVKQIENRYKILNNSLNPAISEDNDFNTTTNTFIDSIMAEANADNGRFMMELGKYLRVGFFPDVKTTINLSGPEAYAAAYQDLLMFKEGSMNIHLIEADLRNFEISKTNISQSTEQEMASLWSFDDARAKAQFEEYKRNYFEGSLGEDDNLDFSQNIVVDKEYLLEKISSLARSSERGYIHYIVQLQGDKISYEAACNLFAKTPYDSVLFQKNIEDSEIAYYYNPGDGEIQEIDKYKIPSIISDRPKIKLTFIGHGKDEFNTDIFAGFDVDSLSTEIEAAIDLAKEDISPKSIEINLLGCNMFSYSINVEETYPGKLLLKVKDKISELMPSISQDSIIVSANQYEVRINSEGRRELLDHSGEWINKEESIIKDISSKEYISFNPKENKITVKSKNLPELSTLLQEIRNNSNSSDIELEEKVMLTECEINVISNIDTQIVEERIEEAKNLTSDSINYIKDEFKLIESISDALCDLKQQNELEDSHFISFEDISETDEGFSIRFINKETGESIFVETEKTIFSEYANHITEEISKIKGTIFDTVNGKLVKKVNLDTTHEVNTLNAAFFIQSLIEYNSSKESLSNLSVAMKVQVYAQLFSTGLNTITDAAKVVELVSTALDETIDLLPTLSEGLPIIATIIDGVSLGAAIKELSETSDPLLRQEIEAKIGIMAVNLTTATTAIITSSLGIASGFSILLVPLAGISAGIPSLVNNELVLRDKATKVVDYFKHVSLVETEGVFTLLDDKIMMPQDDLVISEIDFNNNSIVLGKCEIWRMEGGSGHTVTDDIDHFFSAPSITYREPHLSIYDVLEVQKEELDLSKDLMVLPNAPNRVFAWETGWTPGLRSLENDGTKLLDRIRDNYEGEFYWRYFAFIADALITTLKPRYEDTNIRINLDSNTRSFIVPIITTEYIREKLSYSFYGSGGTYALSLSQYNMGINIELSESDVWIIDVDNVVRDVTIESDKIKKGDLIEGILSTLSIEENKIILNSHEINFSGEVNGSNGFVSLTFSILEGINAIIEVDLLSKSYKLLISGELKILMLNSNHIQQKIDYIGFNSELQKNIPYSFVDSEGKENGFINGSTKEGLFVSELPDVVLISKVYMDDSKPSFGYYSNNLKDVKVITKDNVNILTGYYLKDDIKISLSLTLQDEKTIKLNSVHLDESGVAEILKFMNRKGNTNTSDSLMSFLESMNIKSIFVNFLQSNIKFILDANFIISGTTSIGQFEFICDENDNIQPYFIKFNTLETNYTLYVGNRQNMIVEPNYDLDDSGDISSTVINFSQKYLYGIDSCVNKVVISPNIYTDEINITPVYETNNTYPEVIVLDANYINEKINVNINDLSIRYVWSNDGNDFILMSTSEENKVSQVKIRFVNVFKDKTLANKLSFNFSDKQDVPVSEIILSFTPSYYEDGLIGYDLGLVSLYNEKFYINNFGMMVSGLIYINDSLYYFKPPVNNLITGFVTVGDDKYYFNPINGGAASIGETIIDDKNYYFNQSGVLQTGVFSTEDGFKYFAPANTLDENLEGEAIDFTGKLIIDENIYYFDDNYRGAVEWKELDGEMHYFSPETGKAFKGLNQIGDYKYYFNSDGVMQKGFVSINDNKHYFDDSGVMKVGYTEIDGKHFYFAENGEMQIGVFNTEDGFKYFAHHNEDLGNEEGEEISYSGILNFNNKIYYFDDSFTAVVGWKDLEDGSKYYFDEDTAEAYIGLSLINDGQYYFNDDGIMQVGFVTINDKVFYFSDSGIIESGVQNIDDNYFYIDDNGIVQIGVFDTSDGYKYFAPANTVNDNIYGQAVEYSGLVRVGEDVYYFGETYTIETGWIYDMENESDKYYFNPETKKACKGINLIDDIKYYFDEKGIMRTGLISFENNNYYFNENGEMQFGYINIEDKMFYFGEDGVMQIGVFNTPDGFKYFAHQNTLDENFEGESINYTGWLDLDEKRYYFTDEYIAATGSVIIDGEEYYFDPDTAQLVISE
Anthrax LF prot = anthrax lethal factor protease inhibition. P15917. multiplex microsphere protease cleavage assay, LF. inhibition, % at 10 µM. 360,000 tested, 0.12% active; note: plate controls were buffer without enzyme for full effect and enzyme alone for no effect
3CLpro inhibitor = SARS-CoV 3CLpro protease inhibition; P0C6X7; recombinant SARS-CoV 3CLpro, quenched FRET peptide cleavage; inhibition, % at 6 µM; 290,000 tested, 0.14% active; in the data active = inhibition above about 12%
PriA SSB inh = inhibitors of Klebsiella pneumoniae PriA binding to SSB C-terminal tail; AlphaScreen SSBct-PriA binding, biotinylated peptide; inhibition, % at 33 µM; 430,000 tested, 0.6% active; in the data active = inhibition mostly above about 37%, no sharp cut-off; inactive = mostly below about 20%;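 note: plate controls were negative control peptide for no effect and reference peptide for full effect; strong numbers were not always called active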
BoNT A protease = BoNT A light chain protease inhibition; 360,000 tested, 0.17% active; inhibition, % at 10 µM; multiplex microsphere protease substrate cleavage, flow cytometry; note: plate controls were buffer without enzyme for full effect and enzyme alone for no effect
CCHFV vOTU inh = CCHFV vOTU protease inhibition. inhibition, % at 11.5 µM. Pep-AMC fluorescence. 370,000 tested, 0.55% active; in the data active = inhibition above about 30%; note: 0% = vehicle wells with enzyme and 100% = no enzyme wells
Numbers without * were called inactive. Cut-off read from the data, not from the text of the source, unless noted: active = inhibition above about 30%; inconclusive = no clear call, values can overlap the other calls; inactive = below that. Only part of the results is shown; count on the stated rates, not on these rows.

How did CCCCC(C(=O)NC1CCCC1)N(C(=O)c1snc(C(N)=O)c1N)c1ccc(OCC)cc1 (stereo unspecified) do in these assays?
PfHsp40 yeast: -0.2; Y pestis TopoI: 5; VHR inh abs: 8; Vc quorum ag: -1.2; TcdB GH inh: 1.0; Anthrax LF prot: 9; 3CLpro inhibitor: 1; PriA SSB inh: -12; BoNT A protease: 0.0; CCHFV vOTU inh: 9

How did c1ccc(-c2nccc(-c3ccc(-n4cnc5ccccc54)cc3)n2)nc1 do in these assays?
PfHsp40 yeast: 3.5; Y pestis TopoI: 20; VHR inh abs: 12; Vc quorum ag: -0.9; Anthrax LF prot: 1; 3CLpro inhibitor: -1; PriA SSB inh: -11; BoNT A protease: 0.0; CCHFV vOTU inh: 16

How did CC1CC(C)CN(C(=O)c2cc3ccccc3o2)C1 (stereo unspecified) do in these assays?
PfHsp40 yeast: -0.5; Y pestis TopoI: 9; Vc quorum ag: inactive; TcdB GH inh: 1.4; Anthrax LF prot: -3; PriA SSB inh: -17; BoNT A protease: 2.5; CCHFV vOTU inh: 8

What do the screens show for `COc1ccc(NC(=O)CC2(CC(=O)O)CCCC2)cn1`?
PfHsp40 yeast: -0.9; Y pestis TopoI: 3; VHR inh abs: 9; Vc quorum ag: 2.3; TcdB GH inh: 0.3; Anthrax LF prot: 1; 3CLpro inhibitor: 6; PriA SSB inh: -9; BoNT A protease: -0.4; CCHFV vOTU inh: -11

Results for O=C(C(c1ccccc1)C(O)(c1ccccc1)c1ccccc1)N1CCOCC1 (stereo unspecified) ?
PfHsp40 yeast: 0.0; Y pestis TopoI: 7; Vc quorum ag: 0.8; TcdB GH inh: 1.1; Anthrax LF prot: -9; PriA SSB inh: -9; BoNT A protease: -0.6; CCHFV vOTU inh: -7

What do the screens show for `COc1cc(/C=N/NC(=O)C(C)Nc2n[nH]c(=O)[nH]c2=O)cc(OC)c1O` (stereo unspecified)?
PfHsp40 yeast: -2.1; Y pestis TopoI: 7; VHR inh abs: 35; Vc quorum ag: -0.2; Anthrax LF prot: -1; 3CLpro inhibitor: 1; BoNT A protease: 0.0; CCHFV vOTU inh: 7

What do the screens show for `CCOc1ccc2[nH]c(=O)c(CN(CCCN3CCOCC3)C(=O)Nc3ccc(F)cc3)cc2c1`?
PfHsp40 yeast: 1.3; Y pestis TopoI: -4; Vc quorum ag: inactive; TcdB GH inh: 0.5; Anthrax LF prot: -7; PriA SSB inh: -20; BoNT A protease: 0.2; CCHFV vOTU inh: -11

Results for O=c1nc(N2CCOCC2)ccn1Cc1ccc(Br)cc1 ?
PfHsp40 yeast: 0.6; Y pestis TopoI: 3; VHR inh abs: 7; Vc quorum ag: inactive; Anthrax LF prot: 1; 3CLpro inhibitor: 2; PriA SSB inh: -13; BoNT A protease: 0.9; CCHFV vOTU inh: -16

What do the screens show for `CC(Sc1n[nH]c(N)n1)C(=O)Nc1cccc(S(=O)(=O)N2CCOCC2)c1` (stereo unspecified)?
PfHsp40 yeast: 0.3; Y pestis TopoI: 8; VHR inh abs: 4; Vc quorum ag: -0.4; TcdB GH inh: 0.7; Anthrax LF prot: -8; 3CLpro inhibitor: 0; PriA SSB inh: -19; BoNT A protease: -1.0; CCHFV vOTU inh: -11

What do the screens show for `C=CCOc1ccc(C2/C(=C(/O)c3ccc(OC)cc3)C(=O)C(=O)N2CCN2CCNCC2)cc1` (stereo unspecified)?
PfHsp40 yeast: 0.4; Y pestis TopoI: 6; VHR inh abs: 18; Vc quorum ag: inactive; TcdB GH inh: 0.1; Anthrax LF prot: -14; 3CLpro inhibitor: 1; BoNT A protease: -3.6; CCHFV vOTU inh: 3

How did Oc1ccc(C(=S)N2CCCC2)cc1 do in these assays?
PfHsp40 yeast: -0.3; Y pestis TopoI: -3; VHR inh abs: 12; Vc quorum ag: -0.3; TcdB GH inh: 1.5; Anthrax LF prot: 0; 3CLpro inhibitor: 3; PriA SSB inh: -31; BoNT A protease: -5.1; CCHFV vOTU inh: -5

What do the screens show for `COc1ccc(NC(=O)C2CCCN(S(=O)(=O)c3cccc4nonc34)C2)cc1` (stereo unspecified)?
PfHsp40 yeast: -1.5; Y pestis TopoI: -2; VHR inh abs: 16; Vc quorum ag: inactive; TcdB GH inh: 0.8; Anthrax LF prot: 1; 3CLpro inhibitor: 2; PriA SSB inh: -7; BoNT A protease: -1.5; CCHFV vOTU inh: -2

Some of these compounds in order of SMILES length, rising:
Results for O=c1nc(N2CCOCC2)ccn1Cc1ccc(Br)cc1 ?
PfHsp40 yeast: 0.6; Y pestis TopoI: 3; VHR inh abs: 7; Vc quorum ag: inactive; Anthrax LF prot: 1; 3CLpro inhibitor: 2; PriA SSB inh: -13; BoNT A protease: 0.9; CCHFV vOTU inh: -16

How did c1ccc(-c2nccc(-c3ccc(-n4cnc5ccccc54)cc3)n2)nc1 do in these assays?
PfHsp40 yeast: 3.5; Y pestis TopoI: 20; VHR inh abs: 12; Vc quorum ag: -0.9; Anthrax LF prot: 1; 3CLpro inhibitor: -1; PriA SSB inh: -11; BoNT A protease: 0.0; CCHFV vOTU inh: 16

What do the screens show for `COc1cc(/C=N/NC(=O)C(C)Nc2n[nH]c(=O)[nH]c2=O)cc(OC)c1O` (stereo unspecified)?
PfHsp40 yeast: -2.1; Y pestis TopoI: 7; VHR inh abs: 35; Vc quorum ag: -0.2; Anthrax LF prot: -1; 3CLpro inhibitor: 1; BoNT A protease: 0.0; CCHFV vOTU inh: 7

What do the screens show for `CCOc1ccc2[nH]c(=O)c(CN(CCCN3CCOCC3)C(=O)Nc3ccc(F)cc3)cc2c1`?
PfHsp40 yeast: 1.3; Y pestis TopoI: -4; Vc quorum ag: inactive; TcdB GH inh: 0.5; Anthrax LF prot: -7; PriA SSB inh: -20; BoNT A protease: 0.2; CCHFV vOTU inh: -11

The list goes on.
How did CCCCN1C(=O)/C(=C/C=C2/C=Cc3ccccc3N2CC)SC1=S do in these assays?
PfHsp40 yeast: -0.8; Y pestis TopoI: -4; VHR inh abs: 6; Vc quorum ag: -0.3; TcdB GH inh: 0.5; Anthrax LF prot: -1; 3CLpro inhibitor: -2; PriA SSB inh: 45; BoNT A protease: 5.5; CCHFV vOTU inh: 21

Results for COc1ccc(N2CCN(C(=O)Cn3c(=O)[nH]c4ccsc4c3=O)CC2)cc1 ?
PfHsp40 yeast: -1.7; Y pestis TopoI: 6; VHR inh abs: 16; Vc quorum ag: inactive; Anthrax LF prot: 3; 3CLpro inhibitor: 4; PriA SSB inh: -19; BoNT A protease: 0.7; CCHFV vOTU inh: 6

Results for CCOC(=O)COn1c(=O)c(C)[n+]([O-])c2ccccc21 ?
PfHsp40 yeast: -0.7; Y pestis TopoI: 3; VHR inh abs: 27; Vc quorum ag: 1.7; Anthrax LF prot: 4; 3CLpro inhibitor: 1; PriA SSB inh: -9; BoNT A protease: 1.4; CCHFV vOTU inh: -10

How did COC(=O)c1ccc(COC(=O)CCc2nc(-c3ccccc3)c(-c3ccccc3)o2)cc1 do in these assays?
PfHsp40 yeast: -0.3; Y pestis TopoI: 2; VHR inh abs: 18; Vc quorum ag: inactive; Anthrax LF prot: -7; 3CLpro inhibitor: 3; PriA SSB inh: -15; BoNT A protease: -1.1; CCHFV vOTU inh: 5

What do the screens show for `CN1C(=O)N(C)C(c2cccc([N+](=O)[O-])c2)C2=C1CCCC2=O` (stereo unspecified)?
PfHsp40 yeast: 0.6; Y pestis TopoI: 0; VHR inh abs: -12; Vc quorum ag: inactive; TcdB GH inh: 0.0; Anthrax LF prot: 2; 3CLpro inhibitor: 1; PriA SSB inh: 10; BoNT A protease: -1.8; CCHFV vOTU inh: -3

What do the screens show for `COc1ccccc1NC(=O)C/C(C)=N/NC(=O)C12CC3CC(CC(C3)C1)C2`?
PfHsp40 yeast: 1.0; Y pestis TopoI: 23; VHR inh abs: 7; Vc quorum ag: -1.0; TcdB GH inh: 0.6; Anthrax LF prot: -3; 3CLpro inhibitor: 0; BoNT A protease: 0.5; CCHFV vOTU inh: 0

What do the screens show for `O=C(NCc1ccccc1Cl)c1nnc(CS(=O)(=O)c2ccccc2)o1`?
PfHsp40 yeast: 0.8; Y pestis TopoI: 10; VHR inh abs: 13; Vc quorum ag: -0.6; TcdB GH inh: -0.7; Anthrax LF prot: -9; 3CLpro inhibitor: -4; PriA SSB inh: -8; BoNT A protease: -1.7; CCHFV vOTU inh: 10

What do the screens show for `CSCC[C@H](NC(=O)[C@@H]1Cc2c([nH]c3ccccc23)C2c3ccccc3C(=O)N21)C(=O)NCC1CCCO1` (stereo partly specified)?
PfHsp40 yeast: 0.2; Y pestis TopoI: 11; VHR inh abs: 8; Vc quorum ag: -0.4; TcdB GH inh: -0.8; Anthrax LF prot: -4; 3CLpro inhibitor: 7; PriA SSB inh: 19; BoNT A protease: -0.6; CCHFV vOTU inh: -2

What do the screens show for `CCCCC[n+]1cccc2c3ccccc3ccc21`?
PfHsp40 yeast: 0.5; Y pestis TopoI: 0; VHR inh abs: 11; Vc quorum ag: 1.4; TcdB GH inh: 0.9; Anthrax LF prot: 0; 3CLpro inhibitor: 4; PriA SSB inh: -12; BoNT A protease: 1.2; CCHFV vOTU inh: -101

What do the screens show for `c1cc(-c2nnc3n2CCC3)[nH]n1`?
PfHsp40 yeast: 1.6; Y pestis TopoI: 1; VHR inh abs: -2; Vc quorum ag: inactive; Anthrax LF prot: 1; 3CLpro inhibitor: 1; PriA SSB inh: -8; BoNT A protease: -1.0; CCHFV vOTU inh: -9

Results for Cc1ccc(S(=O)(=O)N2CCCCC2)cc1C(=O)c1nccn1C ?
PfHsp40 yeast: -1.3; Y pestis TopoI: 11; VHR inh abs: 13; Vc quorum ag: inactive; Anthrax LF prot: 3; 3CLpro inhibitor: -5; PriA SSB inh: -8; BoNT A protease: 0.0; CCHFV vOTU inh: -5

How did O=[N+]([O-])c1ccc(N/N=C\c2cccnc2)nc1 do in these assays?
PfHsp40 yeast: -0.8; Y pestis TopoI: 8; VHR inh abs: -1; Vc quorum ag: -0.4; Anthrax LF prot: 0; 3CLpro inhibitor: 7; BoNT A protease: 0.7; CCHFV vOTU inh: 2

How did Cc1ccnc(NS(=O)(=O)c2ccc(NC(=O)COc3ccccc3)cc2)n1 do in these assays?
PfHsp40 yeast: -1.1; Y pestis TopoI: 5; VHR inh abs: 36; Vc quorum ag: -0.3; TcdB GH inh: -0.4; Anthrax LF prot: 2; 3CLpro inhibitor: 0; PriA SSB inh: -15; BoNT A protease: 0.3; CCHFV vOTU inh: -4

Results for Cc1cccc2sc(NC(=O)CN(C)S(=O)(=O)c3cccs3)nc12 ?
PfHsp40 yeast: 3.6; Y pestis TopoI: 4; VHR inh abs: 3; Vc quorum ag: inactive; Anthrax LF prot: -2; 3CLpro inhibitor: 3; PriA SSB inh: -10; BoNT A protease: -0.2; CCHFV vOTU inh: 6

What do the screens show for `Cc1ccc(CNC(=O)Cc2ccc(-n3c(=O)[nH]c4ccsc4c3=O)cc2)cc1`?
PfHsp40 yeast: -1.1; Y pestis TopoI: 8; VHR inh abs: 21; Vc quorum ag: 0.0; Anthrax LF prot: -1; 3CLpro inhibitor: 3; PriA SSB inh: -4; BoNT A protease: 1.0; CCHFV vOTU inh: -12

What do the screens show for `Cc1ccccc1C(=O)N/N=C1/SCC(=O)N1Cc1ccccc1`?
PfHsp40 yeast: -1.4; Y pestis TopoI: 2; VHR inh abs: 19; Vc quorum ag: inactive; TcdB GH inh: 1.7; Anthrax LF prot: -1; 3CLpro inhibitor: 3; BoNT A protease: -1.1; CCHFV vOTU inh: 4

How did COc1ccc(S(=O)(=O)Nc2ccc(Cc3ccncc3)cc2)cc1C do in these assays?
PfHsp40 yeast: -0.8; Y pestis TopoI: 13; VHR inh abs: 18; Vc quorum ag: -2.9; Anthrax LF prot: 2; 3CLpro inhibitor: 0; PriA SSB inh: -11; BoNT A protease: -1.2

What do the screens show for `CCc1nc2ccc(C(=O)N(C)C(C)C)cn2c1N(CCC(C)C)CCN(C)C`?
Y pestis TopoI: -5; Vc quorum ag: -0.4; TcdB GH inh: 0.4; Anthrax LF prot: -2; BoNT A protease: 0.2; CCHFV vOTU inh: -11
